NOD1 NF-kB reporter = NOD1 signaling inhibitors, primary screen, cell-based, luminescence, uHTS (AID 1578); NOD1-driven NF-kB luciferase reporter cells, luminescence; higher % means a stronger effect; inhibition, % at 4 µM, or EC50 in µM where a hit was titrated; hit rate 1% among 290,000; in the data active = inhibition mostly above about 36%, no sharp cut-off; inactive = mostly below about 34%;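 note: HEK-293T reporter cells stimulated with the NOD1 agonist gamma-tri-DAP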
KOR beta-arrestin-1 = KOR antagonists, beta-arrestin recruitment, cell-based, luminescence, uHTS (AID 1778); Kappa-type opioid receptor (Homo sapiens); hit rate 0.091% among 290,000; KOR beta-arrestin recruitment, luminescence, antagonist mode; higher % means a stronger effect; inhibition, % at 10 µM, or IC50 in µM where a hit was titrated; in the data active = inhibition above about 50%; note: strong numbers were not always called active
K1F lysis inhibition = inhibition of K1F phage lysis, E. coli UTI89, bacterial capsule biogenesis inhibitors, alamar blue (AID 488966); E. coli UTI89 K1F phage lysis, alamar blue, 2 h; higher % means a stronger effect; inhibition, % at 100 µM; hits with a dose series show IC50 in µM; hit rate 0.02% among 340,000;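 active = phage lysis inhibition, versus mean bacterial control, above a set limit; inconclusive = no clear call, values can overlap the other calls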;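 note: capsule biogenesis inhibitors block K1F phage lysis so surviving cells raise fluorescence; higher fluorescence means more inhibition of phage lysis; actives were called in the ten point dose series up to 300 µM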
NTR1 agonist = agonists of NTR1, primary screen, imaging, U2OS cells, beta-arrestin-GFP, high content (AID 493036); hit rate 0.17% among 330,000; activation, % at 20 µM; NTR1-U2OS beta-arrestin-GFP spot imaging, agonist mode;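 active = activation at or above 40% of the spot to cytoplasm intensity ratio, with at least 20 cells analyzed; inconclusive = wells under 20 cells, flagged as cytotoxic or low count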;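 note: 0% = DMSO without peptide and 100% = 100 nM NTR1 peptide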
Target sequence (P30989 whole entry, looked up): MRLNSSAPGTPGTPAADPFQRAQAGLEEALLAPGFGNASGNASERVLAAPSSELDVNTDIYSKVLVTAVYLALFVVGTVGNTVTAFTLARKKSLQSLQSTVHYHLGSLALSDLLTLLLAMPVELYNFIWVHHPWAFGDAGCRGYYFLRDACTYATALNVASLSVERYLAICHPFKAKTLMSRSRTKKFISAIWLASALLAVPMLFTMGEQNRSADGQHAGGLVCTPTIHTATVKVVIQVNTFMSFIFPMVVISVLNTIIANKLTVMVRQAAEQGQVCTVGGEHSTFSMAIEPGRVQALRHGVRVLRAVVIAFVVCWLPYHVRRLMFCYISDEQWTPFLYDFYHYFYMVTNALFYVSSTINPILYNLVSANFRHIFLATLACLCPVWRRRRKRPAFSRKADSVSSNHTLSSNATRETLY
KOR beta-arrestin-2 = KOR agonists, beta-arrestin recruitment, primary screen, cell-based, luminescence, uHTS (AID 1777) | Kappa-type opioid receptor (Homo sapiens) | KOR beta-arrestin recruitment, luminescence; higher % means a stronger effect | one-dose activation, % at 10 µM; EC50 in µM for titrated hits | hit rate 0.02% among 280,000; in the data active = activation above about 50%, passing the limit was not always enough; note: a part of the inactive calls stands beside numbers as strong as those of hits
GPR55 beta-arrestin = GPR55 agonists via beta-arrestin recruitment, primary screen, imaging, U2OS cells, beta-arrestin-GFP redistribution (AID 1961); U2OS GPR55 beta-arrestin-GFP redistribution imaging; higher % means a stronger effect; G-protein coupled receptor 55 (Homo sapiens); activation, % at 10 µM; hits with a dose series show EC50 in µM; hit rate 0.048% among 290,000;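 active = activation above 40% with more than 50 cells counted in the well; inconclusive = wells holding fewer than 50 cells, flagged as toxic or sparse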;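 note: U2OS osteosarcoma cells stably expressing GPR55 and beta-arrestin-GFP; plate controls were DMSO negative control for no effect and LPI positive control for full effect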
GPR35 antagonists = GPR35 antagonists blocking zaprinast-driven arrestin recruitment, primary screen, imaging, U2OS, beta-arrestin-GFP, zaprinast agonist (AID 2058) | U2OS GPR35 beta-arrestin-GFP translocation imaging, zaprinast antagonism; higher % means a stronger effect | hit rate 0.052% among 290,000 | inhibition, % at 10 µM; hits with a dose series show IC50 in µM;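 active = inhibition of at least 50% with at least 30 cells and total cytoplasm GFP at most 10,000,000; inconclusive = under 30 cells or total GFP of 10,000,000 plus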
GPR55 antagonists = GPR55 antagonists blocking LPI-driven arrestin recruitment, primary screen, imaging, U2OS, beta-arrestin-GFP, LPI agonist (AID 2013). inhibition, % at 10 µM; hits with a dose series show IC50 in µM. hit rate 0.13% among 290,000. U2OS GPR55 beta-arrestin-GFP translocation imaging, LPI antagonism; higher % means a stronger effect. G-protein coupled receptor 55 (Homo sapiens);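 active = spots per cell inhibited over 60%, with over 100 cells counted and total cytoplasm intensity under 500,000; inconclusive = wells with under 100 cells, flagged as likely toxic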;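 note: U2OS cells stably carrying GPR55 and arrestin-GFP stimulated by 5 µM LPI near EC80; imaged beta-arrestin-GFP aggregate spots per cell after agonist stimulation; plate controls were LPI-stimulated DMSO wells for no effect and DMSO wells without LPI for full effect; some results filed as inactive read as strong as hits; confirmed hits need IC50 under 10 µM and bright autofluorescent wells are also inconclusive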
MgcRacGAP inhibition = MgcRacGAP GTPase-activating activity inhibitors, confirmation, biochemical, ADP Hunter fluorescence; hit rate 0.6% among 340,000; MgcRacGAP-stimulated Rac1 GTP hydrolysis, ADP Hunter fluorescence; higher % means a stronger effect; GST-tagged Rac1 F28L mutant substrate; Rac GTPase-activating protein 1 (Homo sapiens); one-dose inhibition, % at 30 µM; IC50 in µM for titrated hits; AID 624330, 2012;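 active = first-screen hits whose inhibition reached a set limit at any dose in the follow-up dose series; inconclusive = inhibition above the set first-screen limit but never retested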;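 note: fluorescence reports GDP produced by GAP-driven GTP hydrolysis; strong numbers were not always called active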
NTR1 agonist cell count 20 µM = also measured in NTR1 agonist; calls as there; cell count; measured here: cell count, cytotoxicity flag
Numbers without * were called inactive; ? = inconclusive; . = no result given; [ ] = remark or other dose. This is a subset; count on the stated rates, not on these rows.

SMILES	NOD1 NF-kB reporter	KOR beta-arrestin-1	K1F lysis inhibition	NTR1 agonist	NTR1 agonist cell count 20 µM	KOR beta-arrestin-2	GPR55 beta-arrestin	GPR35 antagonists	GPR55 antagonists	MgcRacGAP inhibition
Cc1cc(C)n(C(=O)CNC(=O)COc2ccccc2)n1	-4%	-24%	4.4%	-0.9	73	-1.3%	-0.1%	-1%	-7%	-1%
CCOC(=O)/C=C1\SCC(=O)N1CC(=O)NCCc1ccc(F)cc1	-23%	0%	0.5%	0.4	60	-3.9%	-0.4%	-16%	11%	-3%
CC1CCCCC1NC(=O)c1ccc(CSc2nc3ccncc3[nH]2)cc1 (stereo not drawn)	-25%	-21%	-0.1%	-0.9	54	-2.5%	-0.3%	0%	8%	6%
CCN1CC=C2C(C1)C(c1ccc(Cl)s1)C(C#N)=C(N)C2(C#N)C#N (stereo not drawn)	0%	20%	-0.1%	.	.	11%	-0.2%	18%	?	8%
Cc1cc(SCC(=O)N2CCC(c3noc4ccc(F)cc34)CC2)nc2ccccc12	11%	-42%	0.3%	4.3	44	0.0%	-0.1%	16%	-5%	1%
COc1ccc(-c2csc3[nH]c(=S)n(-c4ccccc4)c(=O)c23)cc1OC	-49%	3%	1.2%	0.3	109	-2.2%	-0.2%	11%	3%	8%
Cc1nc2ccccc2cc1C(=O)N/N=C/c1ccco1	12%	-1%	0.3%	-2.3	66	4.2%	-0.3%	-3%	15%	7%
COc1ccccc1NC(=O)CSc1n[nH]c(-c2ccccn2)n1	-15%	-2%	0.1%	1.7	40	-2.1%	0.0%	-6%	-3%	4%
O=S(=O)(NCc1ccccn1)c1cc(OCC(F)(F)F)ccc1OCC(F)(F)F	1%	22%	-1.6%	1.2	53	2.2%	0.3%	5%	15%	6%
COc1ccc(-n2c(C)c(C(=O)O)c3cc(OC)c4ccccc4c32)cc1	8%	-38%	1.6%	4.6	58	-1.9%	0.2%	5%	9%	11%
CCOC(=O)CSc1nc(N)c(C#N)c(CC(C)C)c1C#N	3%	2%	-0.6%	1.2	88	-2.0%	0.6%	10%	3%	-2%
C=CCN(C(=O)CNC(=O)c1ccco1)C(C(=O)NC1CCCCC1)c1ccc(OC)cc1OC (stereo not drawn)	-14%	14%	2.3%	-2.8	84	2.2%	-0.2%	9%	1%	5%
Cc1cccc(C)c1Nc1nnc(SCC(=O)NC2CCS(=O)(=O)C2)s1 (stereo not drawn)	32%	.	4.4%	-0.7	54	-0.7%	-0.4%	-2%	6%	3%
COc1ccc(NC(=O)COC(=O)c2ccc(NS(=O)(=O)/C=C/c3ccccc3)cc2)cc1	17%	-5%	2.1%[50 µM]	3.1	48	13%	-0.4%	-3%	2%	10%
Cc1ccc(C(=O)C(C)OC(=O)C2=COCCO2)cc1C (stereo not drawn)	-5%	-16%	1.1%	0.9	42	-2.0%	0.6%	0%	-2%	10%
CCOC(=O)c1ccc(NC(=O)c2c(C)[nH]c(C(=O)OCC)c2C)cc1	-27%	2%	2.1%	1.5	58	-1.2%	0.3%	7%	2%	8%
CC(C)Cc1nc2n[nH]c(N)c2c2c1CCCC2	4%	-14%	-0.3%	0.5	38	-3.5%	-0.1%	13%	-3%	12%
CN(Cc1ccc(Br)cc1)C(=O)CCN1C(=O)c2cccc([N+](=O)[O-])c2C1=O	9%	21%	0.0%	2.2	46	-3.4%	-0.2%	4%	0%	10%
Cc1ccccc1-c1cc2nc(-c3ccc([N+](=O)[O-])cc3)cc(=O)n2[nH]1	-16%	7%[20 µM]	0.2%	0.2	39	.	-0.1%	11%	2%	1%
C#CCNc1ccc(C(=O)OCC)cc1	-11%	26%	0.2%	-0.4	31	-0.4%	0.2%	4%	14%	4%
Cc1cc(NC(=O)COC(=O)COc2ccc3c4c(c(=O)oc3c2)CCC4)no1	-22%	14%	-1.3%	0.8	44	-11%	0.1%	2%	9%	-15%
COC(C[C@H](O)[C@@H](C)[C@H](O)COCc1ccccc1)OC	1%	4%	-1.1%	-0.4	70	2.8%	-0.1%	-13%	5%	-2%
CCOC(=O)c1nnn(-c2nonc2N)c1COc1ccc(F)cc1	18%	22%	0.1%	0.8	64	-5.4%	-0.1%	-9%	-2%	3%
CCOC(=O)Nc1ccc2c(c1)N(C(=O)N(C)C)c1ccccc1CC2	6%	-40%	0.1%	1.7	45	2.4%	-0.1%	10%	12%	8%
Clc1ccccc1CN1CCN(/N=C/C=C\c2ccco2)CC1	-54%	4%	.	1.3	68	-4.0%	0.7%	1%	-5%	.
Cc1cc(=O)nc2c3ccccc3n(CC(=O)NC3CCCCC3)n12	-26%	-4%	0.1%	-0.9	54	-6.1%	0.2%	15%	-6%	4%
C#CCOCCOCCOCCNc1nc(N2CCN(C(=O)[C@H]([C@@H](C)CC)n3cc([C@@H](N)CC(C)C)nn3)CC2)nc(N2CCN(C(=O)[C@H](Cc3ccc(O)cc3)n3cc([C@@H](N)CC(C)C)nn3)CC2)n1	-28%	-13%	.	-1.8	47	0.6%	0.1%	12%	4%	.
NC(=O)CC1C(=O)N(c2ccccc2)C(=S)N1NC(=O)c1ccccc1 (stereo not drawn)	-8%	4%	-0.1%[50 µM]	-0.4	87	0.0%	0.0%	4%	7%	-4%
c1ccc(-c2nccc(-c3ccc4c(c3)OCO4)n2)cc1	-26%	-31%	0.0%	7.1	43	-1.4%	-0.3%	8%	5%	5%
Cc1nc(N2CCN(Cc3ccccc3)CC2)nc2c1C(=O)CC(C)C2 (stereo not drawn)	-21%	-22%	-0.1%	6.5	67	.	-0.2%	-10%	-6%	0%
Cc1ccc(CNC(=O)COc2ccc3c(c2)CCC3)cc1	51%	11%	-0.2%	2.1	61	0.7%	-0.2%	6%	-13%	0%
COc1cccc(C2CC(c3ccccc3)=NN2S(=O)(=O)c2ccccc2)c1OC (stereo not drawn)	-18%	15%	-0.6%	1.4	30	-3.5%	0.6%	-3%	14%	7%
COc1ccc(Cl)cc1N(C(=O)c1ccco1)C(C(=O)NC1CCCC1)c1ccco1 (stereo not drawn)	-33%	-13%	-0.7%	0.9	55	-4.3%	-0.1%	10%	-4%	-2%
CC(=O)C1C(=O)C=C(c2ccco2)CC1c1ccccc1 (stereo not drawn)	-13%	26%	6.4%	-1.9	85	0.9%	-0.1%	-15%	11%	4%
COc1cc(OC)nc(Oc2cccc(C(F)(F)F)c2)n1	-7%	-14%	0.4%	0.5	108	-7.8%	-0.3%	-3%	4%	.
CCc1nnc(NC(=O)CCCSc2nc3ccccc3[nH]2)s1	-40%	-13%	0.2%	0.5	70	-3.7%	-0.2%	-2%	8%	-3%
CCC1CN(C(=O)NCc2ccc(F)cc2)c2cc(Cl)ccc2O1 (stereo not drawn)	3%	-9%	2.7%[50 µM]	0.3	74	-5.6%	0.0%	-13%	-6%	5%
NC(=O)c1oc2ccccc2c1NC(=O)C1CCCCC1	-26%	12%	0.4%	1.3	91	-4.8%	-0.1%	-10%	0%	4%
CCCC(=O)Nc1ccc2c(c1)nc1n2CCOC1	-15%	0%	-0.2%	-0.3	79	7.4%	1.0%	1%	9%	-8%
COc1cccc(-c2c(C(=O)N/N=C(\C)c3ccncc3)nnn2-c2nonc2N)c1	-31%	-31%	0.0%	0.1	68	-3.3%	0.2%	0%	0%	5%
COc1ccc(-c2noc(-c3ccc(Cl)cc3)n2)cc1	-40%	-2%	.	1.3	75	-6.7%	0.3%	-16%	-1%	.
COc1cc(CNc2nnnn2C)ccc1OCc1ccc(F)cc1Cl	-23%	-6%[20 µM]	0.2%	0.0	85	-3.7%	0.5%	-6%	7%	12%
CN1CCN(c2ccccc2NC(=O)COc2ccc(Cl)cc2)CC1	-27%	-3%	-0.1%	0.1	50	-3.2%	-0.1%	9%	16%	6%
N/N=C(\c1ccccc1)C12CN3CN(CN(C3)C1)C2	21%	.	0.4%	-2.4	92	-1.0%	-0.4%	10%	3%	6%
CCCCCc1nc2c(=O)n(C)c3ccccc3c2o1	-40%	-20%	-0.2%	1.0	77	4.3%	-0.1%	2%	2%	3%
CCOc1ccccc1NC(=O)CCCNC(=O)Cn1cnc2sc(C)c(C)c2c1=O	-17%	-5%	-0.5%	0.5	31	-2.2%	-0.2%	8%	5%	3%
Cc1cc(C)nc(SCC(=O)N2CCOCC2)n1	-2%	18%	8.5%	0.8	45	-5.0%	0.2%	8%	10%	-1%
CCOc1ccc(S(=O)(=O)N2c3ccccc3CC2C)cc1 (stereo not drawn)	0%	-97%	0.2%	5.3	78	5.9%	-0.1%	-2%	-39%	4%
O=C(CC1C(=O)NC2CCCCC2N1C(=O)c1ccc([N+](=O)[O-])cc1)Nc1ccccc1 (stereo not drawn)	-22%	6%[20 µM]	-0.2%	1.2	63	-8.7%	0.2%	6%	-7%	10%
COc1ccccc1-n1cnnc1SCC(=O)Nc1cc(C(C)(C)C)nn1-c1ccccc1	20%	-5%	2.3%	-0.8	60	2.3%	0.0%	-3%	1%	4%
Cc1cc(N2CCCC(C(=O)Nc3cccc(Cl)c3)C2)n2ncnc2n1 (stereo not drawn)	-16%	7%	3.0%	-1.3	72	-2.1%	-0.1%	6%	-10%	4%
COc1ccccc1C(=O)Nc1nnc(SCC(=O)NCC2CCCO2)s1 (stereo not drawn)	-2%	-13%	0.3%	-0.2	58	5.7%	-0.1%	16%	1%	8%
CCOc1ccc(N(CC(=O)Nc2nccs2)S(=O)(=O)c2c(C)[nH]c(=O)[nH]c2=O)cc1	-40%	-12%	-0.3%	-0.3	59	-4.8%	-0.2%	-11%	16%	7%
C/C(=N\NC(=O)c1ccccc1[N+](=O)[O-])c1c(O)cc(C)oc1=O	5%	-9%	-0.3%	-1.3	62	-4.3%	0.3%	-3%	-7%	-8%

Assay outcomes: PubChem, several laboratories
